MC4R antag cAMP: MC4R antagonists of cAMP signaling, primary screen, cell-based, TR-FRET, antagonist arm of biased-ligand search. Melanocortin receptor 4 (Homo sapiens), P32245. MC4R-expressing cells, MTII-stimulated cAMP, LANCE TR-FRET. inhibition, % at 6.5 µM. hit rate 0.48% among 360,000. AID 540295, 2011;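 active = inhibition above its plate's cutoff, the mean of tested wells on that plate plus 3 SD, cut at about 29% in these data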;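 note: 0% = Melanotan II alone and 100% = Melanotan II plus saturating MCL0020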
Target sequence (P32245 whole entry, looked up): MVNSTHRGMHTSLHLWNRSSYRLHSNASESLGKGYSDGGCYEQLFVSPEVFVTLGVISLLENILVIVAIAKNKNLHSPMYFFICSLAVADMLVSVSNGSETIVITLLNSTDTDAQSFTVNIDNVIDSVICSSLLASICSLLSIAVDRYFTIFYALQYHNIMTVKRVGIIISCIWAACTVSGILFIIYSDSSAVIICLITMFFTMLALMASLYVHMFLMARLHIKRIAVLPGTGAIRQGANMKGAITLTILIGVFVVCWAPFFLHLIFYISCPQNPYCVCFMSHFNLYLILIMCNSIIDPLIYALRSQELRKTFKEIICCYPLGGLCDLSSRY
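System: U2OS-MC4R stable cell line; Technique: Eu-cAMP/anti-cAMP TR-FRET, emission 671 nm; Repeats: single well per compound; Also added: Melanotan II; Dosing: one concentration, 6.5 µM nominal; Schedule: 30-min compound, 1-h challenge, 1-h detection, room temperature.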
PDI inh: inhibitors of human PDI, primary screen, biochemical, turbidity, single point, plate reader; Protein disulfide-isomerase (Homo sapiens), P07237; PDI insulin aggregation turbidity, A650, 90 min; inhibition, % at 10 µM; hit rate 0.052% among 350,000; AID 588391, 2011;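 active = mean inhibition across replicates of 30% or more, whatever share of single replicates reach that level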;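 note: absorbance from insulin aggregation driven by PDI reduction with DTT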
Target sequence (P07237 whole entry, looked up): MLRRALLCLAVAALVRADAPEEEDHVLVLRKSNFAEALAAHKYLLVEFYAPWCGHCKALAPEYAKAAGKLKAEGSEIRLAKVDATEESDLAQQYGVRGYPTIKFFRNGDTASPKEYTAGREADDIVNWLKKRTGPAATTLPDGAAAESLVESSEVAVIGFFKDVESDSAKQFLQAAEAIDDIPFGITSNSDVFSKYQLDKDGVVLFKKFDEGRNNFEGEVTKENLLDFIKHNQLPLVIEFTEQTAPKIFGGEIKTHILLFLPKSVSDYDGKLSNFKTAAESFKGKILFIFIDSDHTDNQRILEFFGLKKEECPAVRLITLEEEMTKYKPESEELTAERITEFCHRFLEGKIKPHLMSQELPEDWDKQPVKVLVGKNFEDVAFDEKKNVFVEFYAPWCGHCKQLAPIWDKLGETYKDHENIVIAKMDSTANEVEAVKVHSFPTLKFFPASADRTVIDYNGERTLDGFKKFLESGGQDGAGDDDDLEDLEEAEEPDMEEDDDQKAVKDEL
MC4R barr agon: MC4R agonists recruiting beta-arrestin, primary screen, cell-based, luminescence, agonist arm of biased-ligand search. hit rate 0.98% among 360,000. activation, % at 8.9 µM. AID 540308, 2011. Melanocortin receptor 4 (Homo sapiens), P32245. U2OS MC4R beta-arrestin complementation; percent of melanotan II response, DMSO zero;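 active = activation above a per-plate cutoff, the mean activation of sample wells on that plate plus 3 SD, cut at about 8% in these data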
Exocytosis inh: LAMP-1 surface exposure blockers, TALL-104 cells – cell-based, flow cytometry, MLPCN library, primary screen; TALL-104 LAMP-1 surface exposure; cells stimulated with thapsigargin and PMA; inhibition, % at 10 µM; hit rate 0.66% among 360,000; AID 651702, 2012;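 active = inhibition above about 55%, limit read from the data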
Glyco luc inh: increase of ERlucT glycosylation luciferase signal, primary screen, N-linked glycosylation inhibitor project, D54 ERlucT cells, luminescence, set 2 | AID 588692, 2011 | D54 ERlucT glycosylation luciferase reporter, 24 h; percent of 100 nM tunicamycin response | reporter increase, % at 12.5 µM | hit rate 0.23% among 360,000;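 active = mean luciferase reporter signal, scaled so untreated is 0 and the glycosylation-blocking control 100, at or above a set limit in every replicate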;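 note: luciferase carries N-glycosylation sites so blocking glycosylation raises the light; 0% = median of neutral control wells and 100% = median of 100 nM tunicamycin wells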
ABHD5 PLIN5 PPI: ABHD5-PLIN5 interaction inhibitors, primary screen, cell lysate, split luciferase complementation, luminescence. Perilipin-5 (Homo sapiens) + 1-acylglycerol-3-phosphate O-acyltransferase ABHD5 (Homo …. Split G. princeps luciferase complementation, 4 h. inhibition, % at 4 µM. hit rate 0.78% among 360,000. AID 602281, 2012;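 active = inhibition above the mean inhibition across every tested compound plus 3 SD, cut at about 22% in these data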;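 note: 0% = DMSO only wells and the 100% control is not disclosed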
ABCB6 inh MLPCN: ABCB6 transporter inhibitors, primary screen, K562-ABCB6 cells, flow cytometry, MLPCN library. ATP-binding cassette sub-family B member 6 (Homo sapiens), Q9NP58. K562-ABCB6 porphyrin accumulation, 1 h; hits give low values. fluorescence ratio to DMSO, % at 10 µM. hit rate 0.19% among 360,000;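 active = fluorescence ratio to DMSO below 75%, the collection mean minus 3 SD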;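 note: signal is porphyrin accumulated inside mitochondria; 100% equals median channel fluorescence of DMSO control wells; lower ratio means ABCB6 inhibition with less porphyrin fluorescence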
HTR2A ag: mouse Htr2a agonists via beta-arrestin recruitment, primary screen, cell-based, luminescence | 5-hydroxytryptamine receptor 2A (Mus musculus), P35363 | CHO-K1 mHTR2A beta-arrestin complementation; percent of 30 µM serotonin response | activation, % at 7.6 µM | hit rate 0.66% among 360,000 | AID 624169, 2012;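 active = activation above a run cutoff, the mean activation of all tested compounds plus 3 SD, cut at about 14% in these data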;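 note: 0% = plate median of compound wells and 100% = 30 µM serotonin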
Cardio protect: cardioprotection against H2O2-induced cell death, primary screen, uHTS, H9c2 cells, ATPLite luminescence | AID 588492, 2011 | H9c2 cardiomyocytes, H2O2 injury protection, 2 h | hit rate 0.63% among 360,000 | protection from H2O2 cell death, % at 20 µM;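 active = compounds giving at least 50% protection of heart cells from peroxide-induced death in the single-dose screen, raw or plate-pattern-corrected value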;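 note: 0% = DMSO wells with peroxide and 100% = DMSO wells without peroxide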
CaV13 FRET inh: Disruptors of the CACNA1D IQ motif to Ca2+-dependent inactivation inhibitor domain association, primary screening, Förster resonance energy transfer in intact living …; HEK cells, CFP/YFP FRET ICDI-IQ, plate reader, 10 min; percent FRET-ratio fall versus neutral wells; inhibition, % at 12.3 µM; hit rate 0.098% among 340,000; AID 743397;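 active = mean replicate inhibition of at least 30% and at least 1% of replicates passing that level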;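 note: 0% = median of the neutral control wells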
The depositor's hits bear a star; . = no result given.

SMILES	MC4R antag cAMP	PDI inh	MC4R barr agon	Exocytosis inh	Glyco luc inh	ABHD5 PLIN5 PPI	ABCB6 inh MLPCN	HTR2A ag	Cardio protect	CaV13 FRET inh
Cc1ccc(F)cc1NC(=O)C1CCN(c2cnccn2)CC1	17	1	-0.4	-8	2	4	99	2	-1	-3
Cc1cc(OCC(=O)Nc2ncn[nH]2)ccc1Cl	-3	-1	-0.9	3	2	-6	93	6	4	-6
O=C(CN1C(=O)NC(c2ccccc2)(c2ccccc2)C1=O)NCc1ccco1	-4	4	-1.1	-3	1	-1	93	15*	-6	-5
C[C@@H](O)CNC(=O)c1[nH]cnc1C(=O)Nc1cccc(Cl)c1	-4	1	0.9	-2	7	-4	93	2	3	-4
CC(C)C[C@@H](CNCC(=O)[C@H](Cc1c[nH]c2ccccc12)NC(=O)c1[nH]cnc1C(=O)N[C@@H](C)CN)NC(=O)c1nc[nH]c1C(=O)N[C@@H](C)C(=O)O	2	6	-1.4	-1	0	0	98	-5	-2	-8
COc1ccc([C@H]2C[C@@H](n3cc(-c4ccc(F)cc4)nn3)[C@H](O)CN2CC2CCCCC2)cc1	15	8	0.5	-2	-4	-2	103	-2	-14	-4
COC(=O)[C@]12CCCCC=C1N(Cc1ccc(Cl)cc1Cl)C(=O)[C@H](CC(=O)NCCCN1CCCC1=O)C2	.	.	.	-2	.	-10	98	1	.	-10
O=C(COC(=O)Cc1ccc(Cl)cc1)Nc1ccccc1F	12	1	-0.3	0	0	1	98	-2	-2	-1
Cc1nc(-c2ccccc2OC(F)(F)F)[nH]c(=O)c1Cl	6	-13	2.8	2	1	3	99	-2	10	-5
Cc1ccc(NS(=O)(=O)c2ccc(C)c(NC(=O)c3ccc(S(=O)(=O)N4CCCCCC4)cc3)c2)c(C)c1	16	-5	-0.5	-7	-3	-5	116	-3	-10	-12
COc1cccc(N2C(=O)C3CCCN3C2=S)c1 (centres undefined)	3	4	-1.7	-7	1	-9	98	-2	-2	-3
Cc1ccc(C(=O)NC(=S)Nc2ccc(N3CCOCC3)cc2)cc1	6	2	-0.7	-3	1	-6	87	1	-3	-2
COc1cccc(C(=O)Nc2c[nH]c(=O)[nH]c2=O)c1	16	0	-0.8	-3	0	-5	101	0	-3	-2
CCC(c1nc2ccccc2[nH]1)n1c(-c2cccnc2)nc2ccccc21 (centres undefined)	.	.	.	11	.	4	.	-2	.	-7
COc1cc(C(=O)NNC(=O)CN2C(=O)NC3(CCCC3)C2=O)cc(OC)c1OC	4	15	-2.8	5	1	5	97	3	-3	-3
Nc1ccc(C(=O)OC2CCOC2=O)cc1[N+](=O)[O-] (centres undefined)	9	11	-2.3	-2	4	2	97	0	5	-9
COc1ccc2nc(C)cc(Nc3ccc(C(=O)O)cc3)c2c1	-7	0	-0.7	-11	-1	4	102	0	0	.
CCOC(=O)Nc1cccc(OCC(=O)Nc2ccccc2OC)c1	2	-5	-1.6	-2	-2	3	95	1	5	-5
COCCNC(=O)c1cc(-c2ccccc2)nn1Cc1cc(C)no1	8	-1	0.0	-3	3	-5	101	-1	3	-6
CCOc1ccc(NC(=O)c2ccc(Cl)c(NC(=O)c3ccco3)c2)cc1	5	-1	1.1	-2	0	-1	94	1	-2	-2
CC1CCCCC1NC(=O)COC(=O)c1ccc2c(c1)NC(=O)CS2 (centres undefined)	-1	2	-0.6	4	1	-5	89	6	-8	-5
Nc1nc(-c2sc3nc4c(cc3c2N)CCCC4)nc(N2CCOCC2)n1	5	-4	1.0	-1	-1	-1	100	0	16	.
COC(=O)c1cc(CN2CCN(c3ccccc3C)CC2)ccc1O	4	-5	-0.6	-3	-2	-5	98	-2	-5	-7
CS(=O)(=O)c1ccc(C(=O)OCC(=O)N2CCOCC2)cc1[N+](=O)[O-]	14	5	-2.0	1	-9	1	99	5	-34	-8
O=C(Cn1ccc(=O)[nH]c1=O)c1ccc([N+](=O)[O-])o1	7	5	-1.0	0	11	6	96	3	40	-8
COc1ccccc1CCNS(=O)(=O)CCNC(=O)c1ccc2c(c1)OCO2	-2	0	-1.5	-2	3	-2	97	0	-6	-5
COc1ccc(-c2cccc(C3CC=CC4C3C(=O)N(Cc3ccccc3)C4c3ccc(C(F)(F)F)cc3)c2)cc1 (centres undefined)	3	-3	-0.3	-5	-4	4	100	1	-8	-2
CCCc1cc(=O)oc2cc(OC(C)C(=O)NCC3CCC(C(=O)O)CC3)c(Cl)cc12 (centres undefined)	15	.	-1.0	-2	2	6	94	-1	1	.
S=c1nc(NCc2ccc3c(c2)OCO3)c2ccccc2[nH]1	3	-2	-1.0	-20	-3	3	94	-1	6	-19
Cc1noc(C)c1S(=O)(=O)N(C)CC(=O)NCc1ccccc1	6	-12	0.7	0	1	2	90	-2	12	.
Cc1ccc(NCc2n[nH]c(=S)n2-c2ccccc2)cc1	1	16	-2.2	0	1	-10	96	0	-3	-5
CCN(CC)C(=O)CC(c1cc(OC)c(OC)c(OC)c1)c1c(OC)cc(OC)c2c(-c3ccccc3)cc(=O)oc12 (centres undefined)	7	-2	-2.3	-6	-3	5	100	-3	-20	-5
CC(=O)c1sc2nc(SCC(=O)N3CCCCC3)[nH]c(=O)c2c1C	3	6	2.9	6	1	-5	96	3	26	-7
CC1(C)CC(=O)c2cc(C(=O)N3CCN(CCO)CC3)c(=O)n(-c3ccc(Cl)cc3)c2C1	2	6	-2.9	-1	2	5	96	3	-3	.
Cc1c(NC=C(C#N)C#N)c(=O)n(-c2ccccc2)n1C	4	2	-1.2	7	2	4	99	3	-3	10
CC(C)[C@@H]1NC(=O)c2cc([N+](=O)[O-])cc(I)c2OCC[C@@H](C(N)=O)NC(=O)[C@H](CCC(=O)O)NC1=O	7	0	-2.5	-17	2	-4	102	3	3	-12
COc1cc(/C=C\C(=O)NCc2ccc3c(c2)cc(C)n3C)cc(OC)c1OC	10	.	-1.4	0	2	7	102	3	6	-4
CCOc1cc(NC(=S)NC)c(OCC)cc1NC(=O)c1cccs1	3	-2	2.2	-4	0	-4	104	-6	2	-4
C/C(CC(=O)Nc1ccccc1Br)=N\NC(=O)C(=O)N1CCCC1	2	-17	-1.3	-1	1	6	98	1	12	-9
CC(C)(C)NCc1cc(Br)ccc1OC1CCCC1	4	-1	-0.6	-1	0	0	97	-5	-8	-4
Cc1nc(NNC(=O)c2ccccc2)cc(-c2ccccc2)n1	3	-1	-1.4	-4	2	-10	114	-1	26	-5
Cn1nnnc1SCC(=O)Nc1ccccc1N1CCCCC1	-2	-8	-2.2	0	-2	-1	96	0	1	.
O=C(CC12CC3CC(C1)CC(CC(=O)NC1=NCCS1)(C3)C2)NC1=NCCS1	1	-4	-0.8	-1	0	1	97	3	8	.

Some entries already given, reduced to HTR2A ag and CaV13 FRET inh:
canonical_smiles | HTR2A ag | CaV13 FRET inh
COc1ccc(-c2cccc(C3CC=CC4C3C(=O)N(Cc3ccccc3)C4c3ccc(C(F)(F)F)cc3)c2)cc1 (centres undefined) | 1 | -2
CCCc1cc(=O)oc2cc(OC(C)C(=O)NCC3CCC(C(=O)O)CC3)c(Cl)cc12 (centres undefined) | -1 | .
S=c1nc(NCc2ccc3c(c2)OCO3)c2ccccc2[nH]1 | -1 | -19
Cc1noc(C)c1S(=O)(=O)N(C)CC(=O)NCc1ccccc1 | -2 | .
Cc1ccc(NCc2n[nH]c(=S)n2-c2ccccc2)cc1 | 0 | -5
CCN(CC)C(=O)CC(c1cc(OC)c(OC)c(OC)c1)c1c(OC)cc(OC)c2c(-c3ccccc3)cc(=O)oc12 (centres undefined) | -3 | -5

Among those listed so far, these contain a COOH group.
SMILES	MC4R antag cAMP	PDI inh	MC4R barr agon	Exocytosis inh	Glyco luc inh	ABHD5 PLIN5 PPI	ABCB6 inh MLPCN	HTR2A ag	Cardio protect	CaV13 FRET inh
CC(C)C[C@@H](CNCC(=O)[C@H](Cc1c[nH]c2ccccc12)NC(=O)c1[nH]cnc1C(=O)N[C@@H](C)CN)NC(=O)c1nc[nH]c1C(=O)N[C@@H](C)C(=O)O	2	6	-1.4	-1	0	0	98	-5	-2	-8
COc1ccc2nc(C)cc(Nc3ccc(C(=O)O)cc3)c2c1	-7	0	-0.7	-11	-1	4	102	0	0	.
CCCc1cc(=O)oc2cc(OC(C)C(=O)NCC3CCC(C(=O)O)CC3)c(Cl)cc12 (centres undefined)	15	.	-1.0	-2	2	6	94	-1	1	.
CC(C)[C@@H]1NC(=O)c2cc([N+](=O)[O-])cc(I)c2OCC[C@@H](C(N)=O)NC(=O)[C@H](CCC(=O)O)NC1=O	7	0	-2.5	-17	2	-4	102	3	3	-12
